Compound activity deposited in PubChem by several laboratories.
SF-1 act = activators of human SF-1, primary screen, cell-based, CHO-K1, Gal4-SF-1 LBD, luciferase luminescence | activation, % at 10 µM | CHO-K1 Gal4-SF-1 LBD luciferase reporter; % increase over DMSO SF-1-specific signal | hit rate 1.9% among 65,000 | Steroidogenic factor 1 (Homo sapiens), Q13285;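 active = activation above the mean activation of all tested compounds plus 3 SD, cut at about 50% in these data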
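Compound – one dose, 10 µM compound, 1% DMSO · Test system – transient Gal4-SF-1 LBD reporter, CHO-K1 · Input – 4,000 cells in each well · Read-out basis – percent activation relative to DMSO median and mock-transfected background · Replicates – single measurement per compound · Technique – steady-glow luciferase luminescence, read after 15 min reagent incubation · Timing – 20 h compound treatment, 37 °C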
FXIIa mix inh = human factor XIIa inhibitors, primary screen, biochemical, pooled compound mixtures, fluorogenic substrate; hit rate 0.2% among 62,000; purified FXIIa; Coagulation factor XII (Homo sapiens), P00748; inhibition, % at 5 µM; in the data active = inhibition above about 20%, passing the limit was not always enough;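 also: 0% = enzyme without compound and 100% = no enzyme blank; some results filed as inactive read as strong as hits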
Target sequence (P00748 20-372 limits assumed): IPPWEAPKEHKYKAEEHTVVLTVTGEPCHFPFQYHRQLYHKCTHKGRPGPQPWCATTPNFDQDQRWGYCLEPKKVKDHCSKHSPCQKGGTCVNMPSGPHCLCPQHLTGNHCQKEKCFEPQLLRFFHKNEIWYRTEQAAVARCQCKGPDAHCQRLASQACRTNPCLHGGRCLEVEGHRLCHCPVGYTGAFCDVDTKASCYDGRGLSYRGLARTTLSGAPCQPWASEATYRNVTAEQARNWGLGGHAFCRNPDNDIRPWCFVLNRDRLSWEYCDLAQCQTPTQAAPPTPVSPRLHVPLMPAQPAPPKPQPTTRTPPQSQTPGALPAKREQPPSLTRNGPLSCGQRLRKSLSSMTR
Target sequence (P00748 373-615 limits assumed): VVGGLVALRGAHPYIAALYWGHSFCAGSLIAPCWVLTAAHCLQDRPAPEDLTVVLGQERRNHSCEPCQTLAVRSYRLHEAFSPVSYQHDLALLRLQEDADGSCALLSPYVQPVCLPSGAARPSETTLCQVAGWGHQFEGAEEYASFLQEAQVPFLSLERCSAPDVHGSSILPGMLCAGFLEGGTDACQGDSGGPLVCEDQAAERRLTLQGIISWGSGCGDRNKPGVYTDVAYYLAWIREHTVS
D1 allo mod = D1 CRE-luciferase signal change, two-sided – cell-based, HEK293 D1, dopamine EC30, D1 allosteric modulator project, primary screen; dopamine EC30 potentiation; actives deviate in either direction; B-score at 10 µM; hit rate 5.9% among 58,000; AID 641, 2007;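 active = luminescence count or its row- and column-corrected plate score outside the 99.7% band of the plate's sample wells, on either side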
RORa activator = activators of orphan receptor RORA, primary screen, cell-based, luminescence. CHO-K1 Gal4-RORA LBD luciferase reporter; percent increase over mock-subtracted basal signal. activation, % at 10 µM. hit rate 1.5% among 65,000. Nuclear receptor ROR-alpha (Homo sapiens), P35398;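 active = activation above the mean of all tested compounds plus 3 SD, cut at about 49% in these data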;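 also: 0% = DMSO-treated RORA cells and 100% = added signal equal to DMSO minus mock-transfected cells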
DUSP1 inh = MKP-1 phosphatase inhibitors, primary screen, biochemical, in vitro. recombinant MKP-1, OMFP hydrolysis fluorescence. hit rate 0.15% among 65,000. inhibition, %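 (compounds tested at a single concentration somewhere between 10 and 100 µM)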. AID 374, 2006;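 active = inhibition above about 50%, limit read from the data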;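 also: 0% = DMSO max control wells and 100% = wells with enzyme stopped by NaOH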
Target sequence (P28562 whole entry, looked up): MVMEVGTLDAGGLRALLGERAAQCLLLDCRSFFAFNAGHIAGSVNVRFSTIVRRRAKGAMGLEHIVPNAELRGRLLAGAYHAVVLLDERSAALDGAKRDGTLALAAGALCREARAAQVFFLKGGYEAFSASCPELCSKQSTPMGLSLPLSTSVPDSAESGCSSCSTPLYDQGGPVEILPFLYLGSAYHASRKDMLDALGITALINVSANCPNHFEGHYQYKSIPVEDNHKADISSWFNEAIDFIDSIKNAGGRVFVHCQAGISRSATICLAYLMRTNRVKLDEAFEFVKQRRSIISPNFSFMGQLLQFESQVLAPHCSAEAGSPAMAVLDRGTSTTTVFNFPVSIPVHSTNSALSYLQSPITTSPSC
TNAP act mid DEA = human TNAP enzyme activators, primary screen, biochemical, luminescent, intermediate phosphate acceptor level | purified TNAP, CDP-star luminescence, 100 mM DEA, 30 min; hits give high values; scale: 0 levamisole-inhibited, 1 vehicle-only enzyme | activation factor at 20 µM | 64,000 tested, under 10 active | AID 813, 2007;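 active = activation factor of at least 2 at 20 µM, relative to controls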
Cdc25B inh = inhibitors of Cdc25B phosphatase catalytic domain, primary screen, biochemical, OMFP fluorescence; M-phase inducer phosphatase 2 (Homo sapiens), P30305; recombinant Cdc25B, OMFP fluorescence Ex485/Em525; inhibition, %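 (compounds tested at 10 µM final in the well)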; hit rate 0.1% among 65,000; in the data active = inhibition above about 50%
Hsp90 inh = tumor Hsp90 inhibitors, primary screen, cell lysate, fluorescence polarization, NCI-N417 lysate. Cy3B-geldanamycin FP displacement. Heat shock protein HSP 90-alpha (Homo sapiens), P07900. hit rate 0.35% among 64,000. inhibition, % at 30 µM;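 active = inhibition above 50%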;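 also: 0% = tracer plus lysate wells and 100% = tracer alone without lysate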
Her2 expr inh = inhibitors of Her2 protein expression, primary screen, SKBR-3 cells, AlphaScreen, 66K library | Receptor tyrosine-protein kinase erbB-2 (Homo sapiens), P04626 | SKBR-3 HER2 protein level, 18-24 h; hits give low values | HER2 level % of control, % at 10 µM | hit rate 0.69% among 65,000 | AID 645, 2007;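 active = HER2 level under 5% of the carrier-only control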;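 also: 100% = DMSO carrier and 0% = 500 nM PU-H71 HSP90 inhibitor; lower value means stronger loss of Her2 protein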
* marks the source's active call; other numbers are inactive results; . = no result given; ! = a repeat was not active.

Below each SMILES – RORa activator	FXIIa mix inh	Cdc25B inh	Her2 expr inh	DUSP1 inh	SF-1 act	TNAP act mid DEA	Hsp90 inh	D1 allo mod
CC(=O)Nc1ccc(S(=O)(=O)N(CC(=O)O)Cc2ccccc2)cc1
    -14	-6	1	77	5	-14	0.9	-3	-0.083
CCC(=O)Nc1c(C#N)c2nc3ccccc3nc2n1-c1ccc(C)cc1
    4	4	9	44	-18	15	0.9	-3	1.9
Cc1nn(-c2ccccc2)c(C)c1C(=O)OCC(=O)NC(=O)NC1CCCCC1
    -10	1	0	92	3	3	0.9	-3	-0.058
CCOC(=O)COc1ccc2c(c1)C(=O)CC(C)(C)O2
    14	1	-5	109	33	-4	1	-1	0.053
CCOCCCNC(=O)CCNS(=O)(=O)c1ccc(C)cc1
    -6	6	-2	82	-14	-10	0.8	0	-0.14
COc1cccc(NC(=O)CC2(CC(=O)O)CCCC2)c1
    -5	1	9	88	-9	9	1	-1	-0.043
CCOC(=O)C1=C(C)NC(=O)NC1c1ccc(N(C)C)cc1 (configuration not stated)
    -2	10	-54	85	5	1	0.9	-3	0.23
CCOc1cc(C(=O)NC(C)COC)cc(OCC)c1OCC (configuration not stated)
    0	47	-3	112	8	3	1.1	-1	-0.15
O=C(OCC(=O)N1CCN(c2ccccc2)CC1)c1ccc2ncsc2c1
    -4	-2	-6	115	6	6	0.9	-4	-0.96
OCc1ccccc1CNCc1ccccc1
    5	5	-4	130	6	13	0.9	-4	-0.87
COc1ccc(C(C)=O)cc1COC(=O)Cc1n[nH]c(=O)c2ccccc12
    -11	5	-11	148	8	-2	0.8	-2	3
Cc1cccc2[nH]c3c(=O)n(CCN4CCNCC4)cnc3c12
    0	-19	1	32	-13	-4	1	-3	-0.24
Cn1c(=O)c2c(ncn2CC(=O)Nc2ccccc2Sc2ccccc2)n(C)c1=O
    -19	-3	3	119	10	-26	0.9	1	-0.22
CC1CCN(C(=O)C2c3ccccc3C(=O)N3CCc4ccccc4C23)CC1 (configuration not stated)
    14	-16	-25	83	24	-8	0.9	-4	-0.64
Cn1cnnc1SCc1ccc(C#N)cc1Cl
    -8	2	-9	93	1	-14	1	-3	0.047

Sorted by the number under TNAP act mid DEA (falling): 4 of the compounds above.
| SMILES | FXIIa mix inh | Cdc25B inh | Her2 expr inh | DUSP1 inh | TNAP act mid DEA | D1 allo mod |
| --- | --- | --- | --- | --- | --- | --- |
| CCOc1cc(C(=O)NC(C)COC)cc(OCC)c1OCC (configuration not stated) | 47 | -3 | 112 | 8 | 1.1 | -0.15 |
| CCOC(=O)COc1ccc2c(c1)C(=O)CC(C)(C)O2 | 1 | -5 | 109 | 33 | 1 | 0.053 |
| Cc1nn(-c2ccccc2)c(C)c1C(=O)OCC(=O)NC(=O)NC1CCCCC1 | 1 | 0 | 92 | 3 | 0.9 | -0.058 |
| CCOCCCNC(=O)CCNS(=O)(=O)c1ccc(C)cc1 | 6 | -2 | 82 | -14 | 0.8 | -0.14 |

Going on with the list:
Below each SMILES – RORa activator	FXIIa mix inh	Cdc25B inh	Her2 expr inh	DUSP1 inh	SF-1 act	TNAP act mid DEA	Hsp90 inh	D1 allo mod
CC1=C(C(=O)OC(C)C)C(C2CC=CCC2)NC(=O)N1 (configuration not stated)
    -5	9	-1	113	5	9	1	-2	-0.91
CCOC(=O)c1ccc(N2C(=O)c3n[nH]c(C)c3C2c2ccccn2)cc1 (configuration not stated)
    -4	1	0	105	5	1	1	-4	0.0049
Cc1ccc(N2CCN(c3cc(C)nc4c5c(C)cc(C)nc5nn34)CC2)cc1
    -5	0	-11	80	26	-29	0.9	-1	-0.43
CC1CCN(CCCn2c(=S)[nH]c3ccc(N4CCOCC4)cc3c2=O)CC1
    -10	7	-6	110	-6	-2	0.9	-2	-1.4
CCC(C)(C)n1nnnc1C(C(C)C)N1CCSCC1 (configuration not stated)
    0	1	-12	84	-3	1	0.8	-2	-1.3
C[C@H](NC(=O)OC(C)(C)C)c1nnc(SCC(N)=O)o1
    -18	4	8	119	-9	-8	0.9	-3	-0.18
O=C(NCc1ccco1)C(c1cccs1)N(C(=O)C1COc2ccccc2O1)c1cccc(O)c1 (configuration not stated)
    6	4	-2	68	11	8	0.9	-1	.
O=C(O)CCCC(=O)NCCc1cccc(Cl)c1
    -1	8	-8	88	6	21	0.9	0	-0.38
Cc1ccc(NC(=O)N2C(=O)C3(OCCO3)c3ccccc32)cc1
    14	7	2	94	-5	6	0.9	-12	-0.8
CCC(C)c1ccc(NC(=O)c2cccnc2)cc1 (configuration not stated)
    93*	-6	-5	129	1	112*	0.8	-4	.
Cc1cc(OCCNCCO)cc(C)c1Cl
    -19	11	7	150	1	-6	1	-3	0.25
CC(C(=O)N1CCCc2c1c(=O)oc1ccc(O)cc21)N1CCc2ccccc2C1 (configuration not stated)
    14	-1	35	93	2	-6	1	-2	-0.32
O=C(COC(=O)c1ccco1)Nc1nc2ccccc2s1
    21	-1	-23	88	-2	8	1	-5	-1.3
CCC(NC(C)C)C(O)c1ccc(O)c(O)c1 (configuration not stated)
    18	14	10	104	16	12	0.8	59*!	13*
O=C(Nc1nnc(CC2=CCCCC2)s1)c1cccs1
    33	-14	2	65	-6	37	0.9	-4	.

Arranged by number of heavy atoms (low to high): some entries from above
Below each SMILES – RORa activator	FXIIa mix inh	Cdc25B inh	Her2 expr inh	DUSP1 inh	SF-1 act	TNAP act mid DEA	Hsp90 inh	D1 allo mod
Cc1cc(OCCNCCO)cc(C)c1Cl
    -19	11	7	150	1	-6	1	-3	0.25
CCOC(=O)c1ccc(N2C(=O)c3n[nH]c(C)c3C2c2ccccn2)cc1 (configuration not stated)
    -4	1	0	105	5	1	1	-4	0.0049
CC(C(=O)N1CCCc2c1c(=O)oc1ccc(O)cc21)N1CCc2ccccc2C1 (configuration not stated)
    14	-1	35	93	2	-6	1	-2	-0.32

Following part.
Below each SMILES – RORa activator	FXIIa mix inh	Cdc25B inh	Her2 expr inh	DUSP1 inh	SF-1 act	TNAP act mid DEA	Hsp90 inh	D1 allo mod
CCC(C)c1c(O)nc(SCc2ccccc2)[nH]c1=O (configuration not stated)
    8	2	-5	121	-4	20	1	-4	-0.21
Cc1ccc(S(=O)(=O)N2CCN(S(=O)(=O)c3ccc4c(c3)OCCO4)CC2)cc1
    -10	-1	-7	108	26	-4	0.9	0	0.055
COc1ccc(NC(=O)N(C2CCCCC2)C(C)c2cccnc2)c(OC)c1 (configuration not stated)
    -29	5	-12	103	13	-9	0.9	-1	-0.16
O=C(Nc1cnn(Cc2ccc(F)cc2)c1)c1cnccn1
    17	4	5	99	-10	9	0.9	0	0.56
O=C(c1ccc(Cn2c(=O)[nH]c3ccccc3c2=O)cc1)N1CCN(c2ccccn2)CC1
    1	4	-39	99	11	9	1	-1	-0.52
Cc1[nH]c2ccccc2c(=O)c1CN1CCCCC1
    -8	6	-16	117	-11	2	0.9	0	-0.11
O=C1C2CCCN2C(c2ccccc2)N1c1ccc(F)cc1 (configuration not stated)
    21	1	-9	112	13	-10	0.9	-5	0.061
COc1cccc(N2C(=O)N(c3ccccc3Cl)C3CS(=O)(=O)CC32)c1 (configuration not stated)
    9	3	3	96	-2	-8	0.8	-1	.
CCOC(=O)c1[nH]c(COC(=O)CCCOc2ccccc2)c(C(=O)OCC)c1C
    -4	0	-35	105	20	-15	0.9	-3	-0.39
CCOC(=O)C1[C@H]2C(=O)N(C(C)c3ccc(OC)cc3)C[C@]23C=C[C@H]1O3 (some centres not stated)
    19	-1	2	82	-13	-2	0.9	-1	-0.84
COC(=O)c1ccc(NC2=CC(=O)CC(C)(C)C2)cc1
    32	-13	-10	84	-19	5	0.9	-2	-0.65
COC(=O)CN(c1ccc(OC)cc1)S(=O)(=O)c1c(C)noc1C
    2	10	-2	76	-3	5	0.9	0	0.1
O=C1CSC2(CCCCC2)N1CCO
    -1	0	-7	108	-30	-5	0.9	-1	0.98
COC(=O)c1cccc(Oc2nc3c(c(=O)n(C)c(=O)n3C)n2C(C)C)c1
    .	0	-5	88	3	.	0.8	-2	0.024
COc1ccc(-c2cc(C(=O)N3CCOCC3)no2)cc1OC
    23	-2	-12	97	1	48	0.9	0	6*
CCOC(=O)NC(=O)CSc1nnnn1-c1ccc(C)cc1
    5	2	0	85	10	-4	0.9	0	0.6
CCn1c(COc2cccc3cccnc23)nnc1SCC(=O)O
    17	4	-7	79	-3	-15	0.9	-3	-0.51
Cc1ccc(NC(=O)c2cccc(N3C(=O)CCC3=O)c2)nc1
    -11	1	-2	81	-5	10	1	-8	-2.1
CC(C)OCCCNC(=O)c1cc2c(=O)n(C)c3ccccc3c2n1C
    19	3	-1	114	11	-19	1	-4	-0.016
CN1CCN(S(=O)(=O)c2ccc(NC(=O)Cc3cccs3)cc2)CC1
    9	10	2	74	2	-10	0.9	-25	-1.7
COCCn1c(=O)c2c(nc3n2CCN3c2ccc(C)cc2)n(C)c1=O
    -25	5	-10	109	14	9	1	-2	-0.44
CCC(c1nnc(SCC(=O)Nc2ccc(C(=O)Nc3ccccc3OC)cc2)o1)N(C)C (configuration not stated)
    -17	4	-5	68	22	10	0.9	-4	.
CC1CCN(C(=O)C(NS(=O)(=O)c2cccc3nsnc23)c2ccccc2)CC1 (configuration not stated)
    -8	9	2	80	29	-12	0.9	1	-1.6
CCCN1CCN(C(=O)Cn2ncc3ccccc32)CC1
    19	7	-10	93	1	-19	0.9	-6	0.39
Cc1ccccc1C(=O)NCCN=C1NS(=O)(=O)c2ccccc21
    -31	-16	-6	93	1	-6	0.9	-3	-0.32
CC(=O)Oc1cc(OC(C)=O)c2c(C)cc(=O)oc2c1
    -10	-13	-21	92	11	-9	0.9	3	-0.22
CCOC(=O)c1[nH]c(C)c(/C(O)=C2\C(=O)C(=O)N(CCCN(C)C)C2c2cccnc2)c1C (configuration not stated)
    12	8	5	112	7	7	0.9	-4	0.014

Not a hit list. About 8.9% of those tested had a hit in this group.
